TDP1 block: TDP1 (human) enzyme inhibition; Q9NUW8; recombinant TDP1, AlphaScreen DNA substrate cleavage; Potency, µM (top dose mostly 130 µM), without a hit: at the highest dose activity change, negative = inhibition, actives largely listed as inhibitors; 350,000 tested, 0.28% active; further: nearly all actives have a fitted effect of over 40% in size
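Enzyme-compound mixtures sat 15 min at room temperature, followed by a 5 min reaction with 15 nM final substrate and 10 min with AlphaScreen beads. Recombinant human Tdp1 was used at 1 nM final.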
GCN5L2 inh: blocks human GCN5L2 histone acetyltransferase. Q92830. GCN5L2 HAT assay, ThioGlo1 CoA-SH fluorescence. Potency, µM (highest dose often 58.9 µM), for inactives: at the highest dose activity change, negative = inhibition, usual class: inhibitors. 390,000 tested, 0.21% active. AID 504327
Target sequence (Q92830 whole entry, looked up): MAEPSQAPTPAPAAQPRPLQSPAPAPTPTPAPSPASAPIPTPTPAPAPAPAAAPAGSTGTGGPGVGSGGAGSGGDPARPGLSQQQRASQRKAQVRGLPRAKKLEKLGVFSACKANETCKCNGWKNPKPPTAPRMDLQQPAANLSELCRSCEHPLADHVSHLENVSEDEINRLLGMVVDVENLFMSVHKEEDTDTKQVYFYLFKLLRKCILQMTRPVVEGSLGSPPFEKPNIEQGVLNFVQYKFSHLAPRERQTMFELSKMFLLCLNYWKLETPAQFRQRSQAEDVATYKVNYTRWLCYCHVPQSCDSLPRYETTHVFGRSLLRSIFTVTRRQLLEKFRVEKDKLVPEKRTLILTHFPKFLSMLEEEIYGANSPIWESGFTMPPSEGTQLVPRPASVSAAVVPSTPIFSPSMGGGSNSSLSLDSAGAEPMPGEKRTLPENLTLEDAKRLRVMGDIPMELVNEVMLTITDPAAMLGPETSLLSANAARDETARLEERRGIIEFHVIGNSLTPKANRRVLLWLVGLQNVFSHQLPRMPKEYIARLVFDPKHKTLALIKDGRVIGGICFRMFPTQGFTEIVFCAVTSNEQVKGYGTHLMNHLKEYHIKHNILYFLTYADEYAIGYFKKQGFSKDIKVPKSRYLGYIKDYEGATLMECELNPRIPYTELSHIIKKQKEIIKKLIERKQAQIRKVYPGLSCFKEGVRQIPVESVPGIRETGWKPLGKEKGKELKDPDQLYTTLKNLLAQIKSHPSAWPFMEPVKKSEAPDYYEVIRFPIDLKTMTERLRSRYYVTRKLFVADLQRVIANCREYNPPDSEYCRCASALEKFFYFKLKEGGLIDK
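Titration-based screen in which CoA formation is detected via maleimide probe ThioGlo1 (50uM) turning fluorescent on thiol reaction; substrates H3(1-25) 75uM and acetyl-CoA 70uM, GCN5L2 20nM, 20 min incubation at room temperature.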
DT40 TDP1 no CPT: qHTS for Inhibitors of human tyrosyl-DNA phosphodiesterase 1 (TDP1): qHTS in cells in absence of CPT. DT40 Tdp1-/- hTDP1 cells, no CPT, ATP luminescence, 48 h. Potency, µM (series often up to 46.2 µM), without a hit: top-dose activity change, negative = growth inhibition, actives largely listed as inhibitors. 420,000 tested, 15% active; further: nearly all actives have a fitted effect of over 55% in size
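Growth kinetics read by CellTiter-Glo luminescence after ≥48 hr at 37 °C. Cells: DT40 Tdp1-/- stably carrying human TDP1, 400 per well, compound exposure in the absence of CPT (DMSO vehicle).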
* marks the source's active call; other numbers are inactive results; u = inconclusive; x = not tested or not shown; & = joins results of further samples; [ ] = another dose, or the depositor's remark. The call rests on the fitted dose curve; in most records, active means well fitted curve in the direction sought with a large enough effect; inconclusive means small, poorly fitted or top-dose-only effect, or another doubt; inactive means no such curve, though single readings can be large; an effect the other way counts as inactive or inconclusive. On the % scale 0 is the no-effect control and ±100 the full control effect; potency means the concentration at half of the fitted maximal effect. An excerpt; rates above refer to the full screens.

mol,DT40 TDP1 no CPT,TDP1 block,GCN5L2 inh
COc1ccc(C(=O)NCC(=O)NCC2(N(C)C)CCCCC2)cc1OC,-4%,0%,0%
CCCN1CCN(C(=O)Cn2nc(CC)n3c(cc4sccc43)c2=O)CC1,1%,x,-1%
CC1(C)CC(=O)C2=C(C1)OC(N)=C(C#N)C2c1ccc(OC(=O)N2CCOCC2)cc1 (centres undefined),-10%,-1%,-4%
CCCc1cc(=O)oc2cc3oc(C)c(C)c3cc12,u,9%,-8%
CC1=C(C)CC(C(=O)NCC(=O)c2ccccc2)C(C(=O)O)C1 (centres undefined),-5%,7%,-3%
C=CCOc1c(CNc2cccc(C(=O)O)c2)cccc1OC,-21%,3%,-1%
Cc1no[n+]([O-])c1COc1ccc(/C=N/n2nnnc2N)cc1,u,2%,-7%
O=C(NNC(=O)C12CC3CC(CC(C3)C1)C2)[C@@H]1C[C@H]1c1ccccc1,-10%,6%,-4%
COc1ccc(NC(=O)c2ccc3c(c2)OCCO3)cc1OC,-18%,x,-3%
CC12CCC(C(=O)N3CCOCC3)([C@H](Br)C1=O)C2(C)C (some centres undefined),-4%,1%,1%
CCOC(=O)c1nnn(-c2nonc2-n2cccc2)c1CCl,6.5µM*,-2%,0%
Clc1ncnc2scc(-c3ccccc3)c12,u,-1%,-23%
CCCC(C)NC(=O)c1ccc(OCc2ccc(Cl)cc2)c(OC)c1 (centres undefined),8.2µM*,2%,1%
Cc1noc(C)c1C(=O)N1CCN(S(=O)(=O)c2cccc(Cl)c2Cl)CC1,-17%,3%,-1%
CCN1CCN(CCC(=O)Nc2ccccc2OC)CC1,-9%,-2%,-2%
Cc1ccc(Cn2nc(C)c(C(=O)N3CCN(S(=O)(=O)/C=C/c4ccccc4)CC3)c2C)cc1,u,0%,-5%
CN(C)C1=NC[C@H](Cc2ccccc2)N1CCc1cccc(F)c1,u,-7%,0%
CCc1ccccc1NC(=O)c1nnn(CC(=O)Nc2cccc(C)c2)c1N,-12%,2%,-6%
C(=N\Nc1nc(N2CCCCC2)nc(N2CCCCC2)n1)/c1c[nH]c2ccccc12,16µM*,5%,-22%
CCN1CCN(c2cc(=O)n(C3CCCCC3)c(=O)[nH]2)CC1,-4%,-8%,0%

mol,DT40 TDP1 no CPT,TDP1 block,GCN5L2 inh
CCCC(C(=O)NC1CCCC1)N(C(=O)Cn1nnc(-c2ccc(C)o2)n1)c1ccccc1OC (centres undefined),u,-2%,-1%
CCOC(=O)c1c(C)[nH]c(C)c1S(=O)(=O)N1CCC(C(=O)Nc2ccccc2CC)CC1,u,3%,5%
CCCc1nnc(NS(=O)(=O)c2ccc(OC)cc2)s1,7%,0%,-1%
CCOc1ccc(Nc2nc3c(S(=O)(=O)c4ccc(C(C)C)cc4)nnn3c3ccsc23)cc1,u,-5%,-14%
CCOc1cc(OCC)c(C(=O)CCC(=O)O)cc1OCC,-30%,x,-10%
COc1ccc(NC(=O)Cn2c(=O)n(-c3ccc(C)cc3)c(=O)c3c2cnn3C)cc1,u,3%,3%
COc1cccc(-c2ccc(SCC(=O)NC3CCCCC3)nn2)c1,u,2%,-6%
C=CCN(C)CCCNC(=O)/C=N/O,x,0%,-9%
CC(=O)OCC(=O)Nc1ccc([N+](=O)[O-])cc1Cl,10%,1%,-1%
Cc1ccc(/C=C2/Sc3ccc(C(=O)NCc4ccccn4)cc3NC2=O)cc1,-10%,32µM*,-26%
COCCCNC(=O)C1CCN(C(=O)c2oc3cc4sc(N(C)C)nc4cc3c2C)CC1,-3%,1%,-10%
O=C(Cn1cnc2c(nnn2Cc2ccccc2F)c1=O)NCC1CCCO1 (centres undefined),16%,0%,-18%
O=C(c1ccc2c3c(cccc13)CC2)N1CCOCC1,-18%,-1%,-6%
CCCc1cc(=O)[nH]c(SCC(=O)Nc2nonc2N)n1,-12%,2%,-6%
CCOC(=O)C1(CCOc2ccccc2)CCN(Cc2cccc(F)c2)CC1,5.8µM*,x,-4%
CCOC(=O)N1CCN(c2cccc(C)c2C)CC1,-9%,0%,-4%
COc1ccc(C(=O)NC(=S)N2CCCCC2)cc1[N+](=O)[O-],u,1%,-3%
Cc1cc(/C=C(\C#N)C(=O)Nc2ccccc2)c(C)n1-c1cccnc1,u,1%,-2%
C/C(=C\C(=O)c1ccc(Cl)cc1)Nc1ccc(N2CCOCC2)cc1,u,-4%,-3%
Cc1nc(-c2cccc(-c3noc(C)n3)c2)no1,-16%,-1%,-5%

Structures listed so far with a furan ring, fused or not:
mol,DT40 TDP1 no CPT,TDP1 block,GCN5L2 inh
CCCc1cc(=O)oc2cc3oc(C)c(C)c3cc12,u,9%,-8%
CCCC(C(=O)NC1CCCC1)N(C(=O)Cn1nnc(-c2ccc(C)o2)n1)c1ccccc1OC (centres undefined),u,-2%,-1%
COCCCNC(=O)C1CCN(C(=O)c2oc3cc4sc(N(C)C)nc4cc3c2C)CC1,-3%,1%,-10%

More structures:
mol,DT40 TDP1 no CPT,TDP1 block,GCN5L2 inh
O=C(CCc1ccccc1)NNC(=O)c1ccc(NC(=O)c2ccccc2)cc1,-14%,x,-13%
O=C(CSc1nnnn1-c1ccc(Cl)cc1)NC(=O)Nc1ccc2c(c1)OCCO2,1%,2%,3%
CNC(=S)N/N=C/c1cc(C)n(-c2ccc(Cl)c(Cl)c2)c1C,u,10%,-3%
CSc1nsc(SCC(=O)Nc2ccc(C(=O)O)cc2)n1,3%,x,0%
CCN(CC)CCCNC(=O)C1CCC(CNS(=O)(=O)c2c(C)cc(C)cc2C)CC1 (centres undefined),-14%,x,28%
COc1ccccc1/C=C/C(=O)Oc1cccc2cccnc12,16µM*,5%,-12%
Cc1ccc(S(=O)(=O)NCC2CCC(C(=O)O)CC2)cc1 (centres undefined),4%,-1%,-19%
Cc1cc2c(cc1S(=O)(=O)N(C)C1CCCCC1)OCC(=O)N2,23µM*,x,u
O=C(CN1CCN(S(=O)(=O)c2cc(Cl)ccc2Cl)CC1)c1ccc(O)c(O)c1,2.6µM*,0%,-24%
COc1ccc(-c2nc(CNS(=O)(=O)c3cccc(F)c3)cs2)cc1,15µM*,5%,-9%
COc1ccc(NCc2nc3ccccc3n2CCOc2ccc(C)cc2)cc1,16µM*,18%&13%,-8%&-15%
CS(=O)(=O)N1CCC2(CCCN(c3ccncc3)C2)CC1,-24%,x,-3%
CSc1sc(C(=O)N(C)C)cc1S(=O)(=O)C(C)C,-4%,-3%,0%
Cc1cc2nnc(SCC(=O)Nc3cc(S(=O)(=O)N4CCOCC4)ccc3Cl)n2c2ccccc12,16µM*,5%,4%
CCOC(=O)c1sc2nc(CC(=O)OC)nc(N3CCN(c4ccc(OC)cc4)CC3)c2c1C,23µM*,3%,-12%
C[C@@H](C[C@@H](O)[C@H](O)C(C)(C)O)[C@@H]1CC[C@]2(C)C3=CC[C@H]4C(C)(C)C(=O)CC[C@]4(C)[C@H]3CC[C@@]12C,6.5µM*,5%,-11%
Cn1ncc(Cl)c1C(=O)N1CCC(Cc2ccccc2)CC1,-10%,5%,-5%
CCCCn1c(N)c(Sc2ccc(Cl)cc2)c(=O)[nH]c1=O,-3%,2%,-3%
COc1ccc(CNC(=O)Cn2c(=O)oc3cc(S(=O)(=O)N4CCCCCC4)ccc32)cc1,16µM*,6%,-12%
Cc1nc2c(-c3ccc(F)cc3)c(C)nn2c(C)c1CCC(=O)N1CCN(c2ccccc2)CC1,u,2%&7%,-12%&-8%

mol,DT40 TDP1 no CPT,TDP1 block,GCN5L2 inh
COc1cccc(NC(=O)CSc2c(C)cnc3c2c(=O)n(C)c(=O)n3C)c1,u,-3%,2%
O=C(CN(C(=O)CCC(=O)Nc1nccs1)c1ccc(F)cc1)NCc1ccccc1,u,x,-2%
CCOC(=O)c1ccc(NC(=O)C2CCCN(S(=O)(=O)c3ccc(F)cc3)C2)cc1 (centres undefined),23µM*,1%,-6%
NS(=O)(=O)OCc1ccc(C(F)(F)F)cc1,u,x,-43%
CCOc1ccc2ccccc2c1/C=N\NC(=O)OC,-2%,-1%,-1%
COC(=O)c1ccc(NC(=O)CSc2nncn2-c2cccnc2)cc1,-8%,-7%,-2%
CN(C)c1ccc(/C=N/NC(=O)c2ccc3nc[nH]c3c2)cc1,-13%,1%,-15%
CCOc1ccc(-c2cc(CCCC(=O)NCc3ccco3)no2)cc1,21µM*,0%,2%
N/C(=N\c1nc2ccccc2o1)NC(=O)c1ccccc1NC(=O)c1ccccc1,3.7µM*,7%,2%
CN(C)C=Nc1ncc2c3ccccc3n(CCN(C)C)c2c1C#N,23µM*,3%,-4%
COC(=O)c1cc2cc(Cl)ccc2nc1SC,-3%,-3%,2%
O=C(c1ccco1)N1CCN=C1SCc1cccnc1,4%,4%,-1%
Cc1cccc(Oc2ncnc3oc(-c4ccccc4)cc23)c1C,u,0%,-4%
Cc1ccc2c(c1)c1c3n2CCCNC3CCC1 (centres undefined),u,7%,-3%
CC(C)Cn1cc(C(=O)NCCCOC(C)C)c2c3ccccc3n(C)c2c1=O,-29%,2%,-1%
COc1ccc(-c2nc3cc(C)ccn3c2NCc2ccc3c(c2)OCO3)cc1,u,-4%,-24%
COc1ccc(CSC2=CS(=O)(=O)c3ccccc3N2)cc1,u,0%,-8%
Cc1cnc(C(=O)OCc2c(C)cc(C(C)(C)C)cc2C)cn1,u,-3%,-7%
COc1ccccc1CNC(=O)C[n+]1ccccc1,6%,4%,-2%
COc1ccc(C(=O)N2CCN(c3ccc(NC(=O)c4cccnc4)cc3)CC2)cc1,-23%,6%[56.1 µM],-5%
Cc1ccc(Cl)cc1-c1ccc(/C=N/n2cnnc2)o1,-2%,3%,-10%
CC1=C(C(=O)OCc2ccccc2)C(c2ccc3ccccc3c2)NC(=O)N1CCCC(=O)O (centres undefined),-27%,x,1%

In the list so far, 14 have a Cl atom.
mol,DT40 TDP1 no CPT,TDP1 block,GCN5L2 inh
CCOC(=O)c1nnn(-c2nonc2-n2cccc2)c1CCl,6.5µM*,-2%,0%
Clc1ncnc2scc(-c3ccccc3)c12,u,-1%,-23%
CCCC(C)NC(=O)c1ccc(OCc2ccc(Cl)cc2)c(OC)c1 (centres undefined),8.2µM*,2%,1%
Cc1noc(C)c1C(=O)N1CCN(S(=O)(=O)c2cccc(Cl)c2Cl)CC1,-17%,3%,-1%
CC(=O)OCC(=O)Nc1ccc([N+](=O)[O-])cc1Cl,10%,1%,-1%
C/C(=C\C(=O)c1ccc(Cl)cc1)Nc1ccc(N2CCOCC2)cc1,u,-4%,-3%
O=C(CSc1nnnn1-c1ccc(Cl)cc1)NC(=O)Nc1ccc2c(c1)OCCO2,1%,2%,3%
CNC(=S)N/N=C/c1cc(C)n(-c2ccc(Cl)c(Cl)c2)c1C,u,10%,-3%
O=C(CN1CCN(S(=O)(=O)c2cc(Cl)ccc2Cl)CC1)c1ccc(O)c(O)c1,2.6µM*,0%,-24%
Cc1cc2nnc(SCC(=O)Nc3cc(S(=O)(=O)N4CCOCC4)ccc3Cl)n2c2ccccc12,16µM*,5%,4%
Cn1ncc(Cl)c1C(=O)N1CCC(Cc2ccccc2)CC1,-10%,5%,-5%
CCCCn1c(N)c(Sc2ccc(Cl)cc2)c(=O)[nH]c1=O,-3%,2%,-3%
COC(=O)c1cc2cc(Cl)ccc2nc1SC,-3%,-3%,2%
Cc1ccc(Cl)cc1-c1ccc(/C=N/n2cnnc2)o1,-2%,3%,-10%
